Screening results from PubChem BioAssay.
HSF1 activator – increases HSF-1 driven luciferase reporter signal; activation, % at 9 µM; hit rate 1.7% among 300,000; AID 504408; NIH3T3-HGL HSF-1 luciferase reporter, MG132, 8 h; 100% = twice DMSO control signal;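 active = mean replicate activation of at least 50% with a set share of replicates each reaching 50%; inconclusive = only one of those two conditions met; inactive = mean below 50% and too few replicates reaching it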;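 also: 0% = median of the neutral control wells and 100% = twice that signal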
AI-2 QS mod – modulates the Vibrio harveyi AI-2 quorum sensing system; AID 2094; Vibrio harveyi JMH597 AI-2 luminescence/OD600 ratio, 9 h; active compounds read low; strain lacks LuxN and CqsS sensors; 0 = neutral-control median; hit rate 0.4% among 300,000; activity change, % at 7.5 µM; in the data active = activity change below about -75%, passing the limit was not always enough; inconclusive = no clear call, values can overlap the other calls;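 also: luminescence divided by OD600 gain over 9 h not by final OD600 alone; inactives centre near 13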
GSK3B inh – human GSK3beta kinase inhibition; P49841; GST-GSK3beta kinase, ADP-Glo luminescence, 60 min; active compounds read low; activity score (negative = inhibition), % at 10 µM; hit rate 0.038% among 300,000;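 active = more than half of replicate wells score below -50%, meaning over 50% inhibition versus plate controls; inconclusive = some replicates but at most half score below -50%; inactive = no replicate scores below -50%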;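 also: 0% = median DMSO wells and -100% = median GW8510 positive control wells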
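Assay system: GST-tagged human GSK3beta kinase, cell-free; Input: 1.6 ng GSK3beta; Medium: Tris/MgCl2 kinase buffer; Timing: 60 min enzyme reaction, room temperature; Signal: ADP-Glo luminescence quantifying ADP generated by kinase; Evaluation: score relative to plate controls; Benchmarks: DMSO neutral wells and GW8510 at 20 µM as positive.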
HSF1 inhib – HSF1 inhibition. NIH3T3-HGL HSE-luciferase, MG132-induced, luminescence 8 h; active compounds read low. activity change, negative = inhibition, % at 7.5 µM (by protocol). hit rate 0.77% among 300,000;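 active = more than half of replicate wells show activity change below -50%, luminescence cut by over half; inconclusive = some wells, but at most half, below -50%; inactive = no replicate well below -50%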;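 also: luciferase reports HSF-1 transcriptional activity via heat shock element; 0% = median of DMSO wells and -100% = zero luminescence signal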
PolyA inhibitor – inhibitors of polyadenylation in S. cerevisiae | hit rate 0.02% among 300,000 | calls only at 12 µM | AID 1875 | S. cerevisiae SKY197-pL101 polyadenylation reporter, beta-gal luminescence; efflux-impaired pdr1/pdr3 knockout yeast; score 100 = 6 SD above DMSO;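 active = lowest replicate activity score at least 50, where 100 means six control SD above control mean; inconclusive = lowest score under 50 but half or more replicates reach 50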;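 also: yeast exposed to compound for 9 h at 30 °C; higher score means more reporter readthrough which indicates perturbed polyadenylation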
GSK3A inh – inhibitors of human GSK-3 alpha kinase. P49840. ADP-Glo luminescence, 60 min. inhibition, % at 10 µM. hit rate 0.1% among 320,000. AID 2650;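 in the data active = inhibition above about 50%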;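 also: GST-tagged GSK-3 alpha with peptide substrate and 25 µM ATP; 0% = DMSO neutral wells and 100% = GW8510 positive control wells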
Target sequence (P49840 whole entry, looked up): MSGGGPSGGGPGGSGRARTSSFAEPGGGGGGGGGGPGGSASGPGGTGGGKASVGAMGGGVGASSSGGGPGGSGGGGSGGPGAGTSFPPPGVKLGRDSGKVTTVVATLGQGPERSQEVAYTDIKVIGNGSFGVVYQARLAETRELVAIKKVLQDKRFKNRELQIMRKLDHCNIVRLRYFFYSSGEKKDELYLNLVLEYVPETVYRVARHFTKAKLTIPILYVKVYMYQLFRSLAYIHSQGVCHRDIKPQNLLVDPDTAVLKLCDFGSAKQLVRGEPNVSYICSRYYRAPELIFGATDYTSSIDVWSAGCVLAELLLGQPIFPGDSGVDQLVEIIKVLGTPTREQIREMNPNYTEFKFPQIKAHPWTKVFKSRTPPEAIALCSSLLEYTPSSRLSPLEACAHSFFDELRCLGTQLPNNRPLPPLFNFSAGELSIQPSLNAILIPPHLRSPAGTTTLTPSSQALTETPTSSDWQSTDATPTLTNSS
Dyrk1A ADPGlo – inhibitors of rat Dyrk1A kinase; inhibition, % at 12.5 µM; AID 504441; hit rate 0.43% among 310,000; Q63470; ADP-Glo luminescence, NFATc1 peptide; in the data active = inhibition above about 50%;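 also: plate controls were vehicle with enzyme for no effect and no enzyme for full effect; many of its hits are not listed in these tables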
HDAC3 inh – inhibitors of human histone deacetylase 3; O15379; recombinant HDAC3, fluorogenic peptide/trypsin coupled, fluorescence; inhibition, % at 8.3 µM; hit rate 0.15% among 320,000; AID 2718; in the data active = inhibition above about 26%, passing the limit was not always enough; inconclusive = no clear call, values can overlap the other calls
Target sequence (O15379 whole entry, looked up): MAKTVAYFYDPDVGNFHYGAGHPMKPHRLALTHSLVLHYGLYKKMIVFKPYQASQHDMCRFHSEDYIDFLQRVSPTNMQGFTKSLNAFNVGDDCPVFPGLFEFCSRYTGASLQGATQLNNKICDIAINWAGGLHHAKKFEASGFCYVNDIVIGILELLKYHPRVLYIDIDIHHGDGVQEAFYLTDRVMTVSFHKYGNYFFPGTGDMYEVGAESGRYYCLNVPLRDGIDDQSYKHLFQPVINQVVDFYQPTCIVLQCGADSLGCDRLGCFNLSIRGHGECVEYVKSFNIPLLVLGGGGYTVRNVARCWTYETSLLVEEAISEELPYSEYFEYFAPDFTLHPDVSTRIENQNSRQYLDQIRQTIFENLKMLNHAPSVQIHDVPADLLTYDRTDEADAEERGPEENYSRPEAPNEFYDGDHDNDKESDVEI
HSP90 refold inh – HSP90 refolding inhibition in rabbit reticulocyte lysate; luciferase refolding luminescence, 3 h; inhibition, % at 5.6 µM; hit rate 0.91% among 290,000; AID 1789;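 active = inhibition above the screen-wide mean plus 3 SD, computed separately per campaign, cut at about 16% in these data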;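 also: 0% = DMSO wells and 100% = 60 µM geldanamycin wells; inhibitors lower the luminescence because luciferase stays unfolded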
Platelet DG rel – modulates dense granule release in human platelets. hit rate 0.22% among 300,000. AID 1663. human platelet-rich plasma, SFLLRN dense granule ATP release, luminescence. inhibition, %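 (compounds screened at 7.5 µM in platelet-rich plasma)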;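 active = mean replicate score, as percent of positive control, at or above 50; inconclusive = mean below 50 but at least one replicate at or above 50; inactive = mean and every replicate below 50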
An asterisk follows results filed as active; i = inactive; ? = inconclusive; nt = not tested or not shown. Some of the compounds tested; count on the stated rates, not on these rows.

compound	GSK3B inh	AI-2 QS mod	GSK3A inh	Dyrk1A ADPGlo	HDAC3 inh	HSP90 refold inh	HSF1 activator	HSF1 inhib	Platelet DG rel	PolyA inhibitor
CCOC(=O)c1c(-n2c(C)cc(/C=C3\C(=O)NC(=O)N(C)C3=O)c2C)sc2c1CCCC2	-1.1	12.8	0.1	-7.6	-2.0	-3.1	21.6	6.2	-6.4	i
COC(=O)C1=C(c2ccccc2)C[C@@H]2CC[C@H]1N2C(=O)NCC1CC1	-1.3	-6.2	-1.5	5.5	10.6	nt	-16.3	-4.4	-0.9	i
Cc1ccc(OCC(=O)N2CCN(Cc3cccnc3)CC2)cc1	-2.5	36.6	0.9	-5.7	1.7	1.9	1.1	-2.4	-18.9	i
Cn1cc[n+](C)c1P(=S)(c1ccccc1)c1ccccc1	0.1	40.8	-2.2	2.0	-2.4	0.3	-2.0	-6.7	0.7	nt
CC1=NN(c2ccccc2)C(=O)C1/C=C1\C(=O)NC(=O)N(c2ccc(C)c(C)c2)C1=O (stereo not given)	3.2	-0.6	-1.3	-3.6	3.9	13.5	4.9	7.4	9.9	i
O=C(C(=O)N1CCOCC1)c1cn(Cc2ccccc2F)c2ccccc12	-3.1	12.0	-1.4	-3.5	8.7	-3.0	11.8	-3.1	4.2	i
C=CCN1C(=O)NC(=O)/C(=C/c2c(CCN(C)C(=O)c3ccccc3)cc3c(c2OC)OCO3)C1=O	-2.1	29.2	-1.6	1.5	5.2	-0.7	6.1	-2.4	5.6	i
CC1CN(c2ccc([N+](=O)[O-])c3cccnc23)CC(C)N1 (stereo not given)	2.9	12.5	9.7	10.9	9.5	-2.0	-12.4	3.1	3.1	i
O=C1NC(=O)N(CCC2=CCCCC2)C(=O)/C1=C/c1ccc(O)cc1	4.7	14.2	-3.0	-3.4	2.1	0.2	-16.3	-4.8	1.3	i
CN(C)C(=O)Oc1cc(=O)n2c3c(cccc13)CCC2	0.7	43.9	-1.6	0.8	1.4	-0.7	13.5	-2.6	-6.8	i
Cc1ccsc1C(=O)C1CCCN(Cc2cccc(-n3cccn3)c2)C1 (stereo not given)	-0.7	8.6	-1.4	-10.4	4.0	1.5	0.3	1.8	2.1	i
COC(=O)[C@@H]1C[C@]2(C(=O)O)c3ccccc3N(OOSc3ccccc3)[C@@H]2N1C(=O)OC	-1.6	20.4	-1.8	-2.6	0.6	nt	-6.6	-5.3	3.8	i
CCOc1ccc(-c2cc(C)[n+](CCN3CCOCC3)c(-c3ccc(OCC)cc3)c2)cc1	-1.7	10.7	-2.9	-5.9	1.4	1.5	4.5	1.6	18.0	i
COc1cc(OC)c(OC)cc1CNC(C)C(O)c1ccccc1 (stereo not given)	3.7	2.4	-0.4	3.0	-2.4	0.4	1.8	-1.7	3.1	i
COP(=O)(OC)Oc1ccc(C(O)C(Cl)(Cl)Cl)cc1 (stereo not given)	-3.3	19.1	0.8	6.6	-8.7	1.5	7.0	2.1	25.1	i
NC(=O)Nc1ccc(C(=O)OCC(=O)Nc2ccc(Cl)cc2C(=O)c2ccccc2)cc1	2.9	40.8	-2.6	7.4	3.0	-2.6	31.1	-5.1	-13.3	i
Oc1ccc2c3c1O[C@H]1c4[nH]c5ccccc5c4C[C@@]4(O)C(C2)N(CC2CC2)CC[C@]314	-4.6	10.5	7.6	nt	-2.8	-3.2	8.4	-4.0	5.4	i
O=c1c2ccccc2nc(CSc2ncnc3nc[nH]c23)n1-c1ccccc1Cl	nt	nt	2.8	2.4	2.3	4.1	-0.3	0.2	-2.9	i
CCOc1cc(/C=C2\C(=O)NC(=O)N(C)C2=O)cc([N+](=O)[O-])c1O	-2.5	17.4	3.7	-0.4	3.3	-2.8	0.9	-1.2	-0.9	i
O=C1NC(=O)C(=Cc2ccc(-c3ccc(Cl)cc3)o2)C(=O)N1	-2.8	?	-5.7	16.0	-0.1	-1.8	-2.2	9.1	0.0	i
CCOC(=O)C1(CCc2ccccc2)CCN(Cc2ccco2)CC1	-0.2	15.8	-2.5	-1.5	-3.7	-0.4	28.6	1.3	5.7	i
O=c1c2ccccc2nc(-c2cccs2)n1-c1cnccn1	0.2	17.9	0.2	2.9	3.2	-0.9	3.5	1.5	0.1	i
CCC(=NC1CC1)c1c(O)n(C2CCCCC2)c(=O)[nH]c1=O	0.1	13.4	7.3	-3.9	9.3	-1.9	7.4	1.4	27.9	i
CC(=O)c1c(C)n(CC2CCCO2)c2ccc(O)cc12 (stereo not given)	0.8	-4.2	-3.6	-0.8	-7.1	3.4	69.9*	27.0	-1.6	i
O=C1C2CCCC1C(N1CCCCC1)CC2 (stereo not given)	1.3	3.4	-0.5	nt	-3.7	5.4	-14.7	-10.2	-0.3	i
Cc1cc(C=C2C(=O)NC(=S)NC2=O)c(C)n1C1CCCC1	-0.4	52.8	-2.3	-6.8	-5.3	-1.7	-1.1	-1.6	5.5	i
Cc1ccc(Cn2cc(C=O)c(-c3ccc(F)cc3)n2)cc1	-1.1	1.8	-0.2	6.7	-0.8	-1.6	57.5*	21.3	-11.0	i
O=Cc1cn(Cc2ccc(F)cc2Cl)c2ccccc12	2.3	-9.3	0.7	9.3	4.5	6.1	-9.9	-6.1	2.5	i
CCOP(=O)(OCC)C(NC(=O)c1ccc(OC)cc1)C(Cl)(Cl)Cl (stereo not given)	2.0	3.8	-1.7	8.1	3.5	-1.3	7.6	0.5	1.0	i
Nc1ccc(Cl)cc1C(=O)c1ccccc1	1.6	5.3	0.8	0.3	-1.6	-6.7	44.7	6.6	7.9	i
COc1ccc(-c2cc(=Nc3cccc(C(=O)O)c3)c3cc(C)ccc3o2)cc1	1.9	21.6	-4.1	-6.8	-68.4	6.4	43.0	20.7	-4.6	i
CCCCc1nc2ccccc2c(=O)n1-c1ccccc1O	-0.9	37.5	-2.8	7.4	6.0	7.2	-4.0	0.8	-3.0	i
CC(O)(CS(=O)(=O)c1ccccc1)C(=O)Nc1ccc(C(F)(F)F)cc1 (stereo not given)	0.7	11.6	-1.4	-6.4	-1.0	-1.5	-0.4	-5.0	-4.6	i
O=C(c1ccncc1)C12CN3CN(CN(C3)C1)C2	1.4	19.8	0.5	-2.6	-4.3	0.5	-4.2	1.2	6.7	i
CCCCOC(=O)c1ccc(NC(=O)c2c(O)[nH]c(=O)[nH]c2=O)cc1	0.6	6.0	-4.6	12.4	-7.3	nt	-10.9	-0.9	10.7	i
COc1ccc(CC2(CCc3ccncc3)C(=O)NC(=O)NC2=O)c(OC)c1	0.0	23.8	-3.6	1.0	3.7	2.4	-3.7	7.4	1.1	i
N#CC[N+]1(CCCNP2(=O)C=C(c3ccccc3)OC(c3ccccc3)=C2)CCOCC1	1.7	-12.0	-3.9	16.8	5.2	-1.4	-5.5	0.7	1.7	i
Cc1ccc2c(c1)C1CN(C)CCC1N2S(=O)(=O)c1ccccc1 (stereo not given)	2.9	10.3	-1.6	4.8	-1.6	3.1	-12.8	-4.8	-1.7	i
CCC(C)n1c(O)c(C=NCC2CCCO2)c(=O)[nH]c1=S (stereo not given)	-16.2	-12.3	20.8	-1.1	7.7	-3.1	3.8	-1.9	-5.1	i
Cc1nn(CC(C)C)c(Cl)c1C(=O)NC1CCC(C)CC1 (stereo not given)	-0.2	21.1	0.7	3.2	10.1	nt	21.6	15.4	-3.1	i
CC(=O)OC1(c2ccccc2)CCN(C)C(C)C1C (stereo not given)	-4.5	18.5	-16.6	-9.5	-0.4	2.1	2.7	-3.5	-0.2	i
O=C1CCN(C(=O)Cc2ccccc2[N+](=O)[O-])CC1	1.3	2.1	-1.1	-5.1	-0.8	-0.2	-0.9	-4.4	-0.5	i
Cc1cccc(OP(N)(=O)Oc2cccc(C)c2C)c1C	-2.5	13.2	-2.0	-1.4	-3.0	2.8	2.4	0.2	-4.0	i
O=C(C1CCN(c2nc3ccc(Br)cc3s2)CC1)N1CCC2(CC1)OCCO2	0.7	-7.7	1.7	9.1	-2.7	0.0	10.8	0.2	-6.9	i
CC(C)CN1CCN(Cc2ccccc2C(F)(F)F)CC1CCO (stereo not given)	-2.5	12.8	0.0	2.7	-0.4	-3.1	-0.2	-5.6	-0.2	i
COc1ccc(-c2csc(NC(=O)COC(=O)Cc3ccccc3)n2)cc1OC	-0.2	7.7	-0.3	nt	-3.2	0.3	0.0	4.1	-9.1	i
COC/C=C1\CN2C3C[C@@H]1[C@H]1COC4=Nc5cc(OC)c(OC)c(OC)c5[C@@]43C[C@@H]12	0.8	-17.7	-3.6	2.6	-4.1	nt	2.9	-7.6	-4.8	i
COc1ccccc1CC1C(=O)C2CCN1CC2 (stereo not given)	2.2	11.5	-0.9	3.6	-0.6	-4.6	40.4	9.7	-4.0	i
C[C@]12CC[C@@H](O)C[C@@H]1CC[C@@H]1[C@@H]2CC[C@]2(C)[C@@H](O)CC[C@@H]12	-2.8	2.8	-0.8	9.5	0.9	4.5	-14.7	-6.0	9.4	i
Cn1c(O)c(C=NCc2cccs2)c(=O)n(C)c1=O	-3.0	7.1	7.5	-5.4	1.7	-2.6	6.6	-11.9	-11.9	i
O=C(O)[C@@H]1C[C@H]1[C@@H](NP(=O)(c1ccccc1)c1ccccc1)c1ccccc1	-0.5	-10.4	-0.9	6.3	-2.8	1.4	6.1	-1.2	-4.5	i
COc1ccccc1-n1c(O)c(C=NC2CC2)c(=O)[nH]c1=O	-5.7	3.1	6.2	-1.1	6.9	-1.4	-3.4	5.9	-4.0	i
COc1ccc(CCNCc2ccc(OC)c(OC)c2OC)cc1	-15.2	13.5	2.0	-5.9	-2.3	6.8	-33.2	-10.3	3.7	i
O=c1[nH]c(=S)n(Cc2ccc(F)cc2)c(O)c1C=NCc1cccnc1	2.7	-2.7	0.1	-12.0	6.7	1.5	7.3	-1.6	3.4	i
O=C(COc1ccc(Cl)cc1)NC1CN2CCC1CC2 (stereo not given)	4.0	13.2	-0.3	5.4	-4.4	-0.8	-6.7	-0.9	1.7	i
C/C=C1/CN2[C@@H]3C4CO[C@@H]3c3c([nH]c5cc(OC)ccc35)[C@@H]2CC14 (stereo not given in full)	0.0	37.7	-0.3	2.7	-2.7	nt	-3.5	-4.9	0.1	i
O=Cc1cn(Cc2cccc(F)c2)c2ccccc12	4.8	-4.6	-1.0	33.7	-0.2	-0.7	11.9	1.4	-0.7	i
